ATXN2 expr inh – inhibitors of ATXN2 expression | 360,000 compounds, 0.72% hits | Potency, µM (top dose mostly 57 µM), without a hit: at the highest dose activity change, negative = inhibition, actives largely listed as inhibitors | HEK-293 ATXN2-luciferase reporter, luminescence, 24 h; also: potency is read from the fitted curve at half-maximal effect; % is scaled to controls: 0 for no effect and ±100 for the full control effect; nearly all actives have a fitted effect of over 55% in size
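qHTS (up to 57 uM final) was run with 24 h compound exposure of reporter cells at 37 °C. Each well was multiplexed: SteadyGlo luminescence measured ATXN2-luciferase expression after a fluorogenic Gly-Phe-AFC viability readout (25 uM final).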
ATXN viability – cell viability loss in ATXN counter-screen. Potency, µM (top dose mostly 56.7 µM), most hits filed as cytotoxic. 400,000 compounds, 0.49% hits. S2 cells (HEK-293 line with an ATXN2-luciferase reporter) viability, CellTiter-Fluor protease fluorescence, 24 h; also: potency is read from the fitted curve at half-maximal effect; nearly all actives have a fitted effect of over 40% in size
HepG2 viability – HepG2 cytotoxicity, counter-screen for TGF-b inhibitors; HepG2 CAGA-GFP viability, ATP luminescence, 18 h; Potency, µM (highest dose often 46.1 µM), inactives show at the highest dose activity change, negative = cytotoxicity, actives largely listed as cytotoxic; 410,000 compounds, 0.76% hits; also: potency is read from the fitted curve at half-maximal effect; some results filed as inactive show a strong effect at the top dose
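CellTiter-Glo luminescence gave cytotoxicity after 18 hours at 37 degrees C. The cells were HepG2 CAGA-GFP in 1% FBS DMEM, stimulated with 500 pg/mL TGF-beta after compound addition. %Activity was normalised to no-cell wells (complete cell-killing) and DMSO (no toxicity), and curves were fitted and classified.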
HT1080 IDH1KD tx – toxicity to HT-1080 IDH1 knockdown cells (counter line) | AID 686971 | HT-1080 IDH1 knockdown viability, ATP luminescence, 48 h | 360,000 compounds, 2% hits | Potency, µM (titrated, usually from 46.1 µM), for inactives: at the top dose activity, negative = toxicity, hits mostly cytotoxic;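 also: potency is read from the fitted curve at half-maximal effect; 0% = DMSO wells and -100% = cell-free medium wells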
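IDH1KD HT-1080 cells, 750/well, RPMI + 5% FBS; compound pinned after 2 h settling; 48 h, 37 °C; CellTiter-Glo luminescence; % activity normalised to DMSO and no-cell wells; curves fitted, classed by r2 and efficacy.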
IL1B secr inh – inhibitors of inflammasome signaling (IL-1 beta secretion) | activity change, % at 57.5 µM | THP-1 LPS/ATP IL-1B secretion, AlphaLISA, 16 h; active compounds read low | 360,000 compounds, 4.7% hits; in the data active = activity change below about -50%; inconclusive = mostly about -30% to -49%; also: % is scaled to controls: 0 for no effect and ±100 for the full control effect
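THP-1 cells pretreated 1 hr with compounds (up to 57.5 uM final), then stimulated with LPS (250 ng/mL final) plus ATP (1.25 mM final); secreted IL-1B measured by AlphaLISA after 16 hr, decreased signal indicating inhibition.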
MCF10A rereplic – DNA re-replication induction in MCF 10a cells | MCF 10A DNA re-replication, Hoechst nuclear intensity, 48 h | Potency, µM (top dose mostly 46.1 µM), inactives show at the highest dose activity, positive = re-replication, actives largely listed as activators | 350,000 compounds, 2.9% hits | AID 624296; also: potency is read from the fitted curve at half-maximal effect; % of control where 0% means no effect; nearly all actives have a fitted effect of over 50% in size
HT1080-NT tox – kills 2HG-producing HT-1080-NT fibrosarcoma cells; HT-1080-NT fibrosarcoma viability, CellTiter-Glo ATP luminescence, 48 h; Potency, µM (titrated, usually from 46.1 µM), for the others: top-dose activity, negative = less viability, most hits filed as cytotoxic; 360,000 compounds, 1.6% hits; AID 686970;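 also: NT is the 2HG producing partner of a matched IDH1 knockdown line; potency is read from the fitted curve at half-maximal effect; 0% = DMSO-treated cells and -100% = media-only wells without cells; nearly all actives have a fitted effect of over 55% in size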
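Toxicity toward the 2HG-producing NT line was scored as %Activity, normalised to DMSO and no-cell wells, from CellTiter-Glo luminescence after 48 hours' treatment.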
SW480 rereplic – induces DNA re-replication in SW480 colon adenocarcinoma cells; SW480 DNA re-replication, Hoechst DNA content imaging, 48 h; Potency, µM (series often up to 46.1 µM), without a hit: top-dose re-replication activation, most hits filed as activators; 340,000 compounds, 1.8% hits; AID 624297; also: potency is read from the fitted curve at half-maximal effect; % of control where 0% means no effect; nearly all actives have a fitted effect of over 55% in size
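250 cells/well; 23 nL cpd via pin tool; 48 hr, 37 C, 5% CO2; Hoechst 40 min; imager read of total nuclear intensity, ex 405/em 500-530 nm.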
KB-3-1 cytotox – KB-3-1 parental cell cytotoxicity; AID 1347075; KB-3-1 viability, CellTiter-Glo ATP luminescence, 72 h; Potency, µM (doses to about 46.1 µM), for the others: at the highest dose activity change, negative = cytotoxic, hits mostly cytotoxic; 400,000 compounds, 1.4% hits; also: potency is read from the fitted curve at half-maximal effect; % is scaled to controls: 0 for no effect and ±100 for the full control effect; nearly all actives have a fitted effect of over 60% in size
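Here the drug-naive KB-3-1 line serves as comparator for MDR sub-line selectivity; cells received compound titrations, 72 h at 37 °C, then CellTiter-Glo readout.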
* marks the source's active call; other numbers are inactive results; i = inactive; ? = inconclusive; / = no result given; & = joins results of further samples; [ ] = another dose, or the depositor's remark. Unless noted, calls follow the shape of the dose curve; as a rule, active = well fitted curve in the direction sought with a large enough effect; inconclusive = small, poorly fitted or top-dose-only effect, or another doubt; inactive = no such curve, though single readings can be large; an effect the other way counts as inactive or inconclusive.

#	Molecule	MCF10A rereplic	IL1B secr inh	KB-3-1 cytotox	HT1080-NT tox	ATXN2 expr inh
1	CC(C)(C)NC(=O)COC(=O)c1nsc(Cl)c1Cl	17%	45	-1%	-1%	-7%
2	Cc1ccc(C(=O)Nc2ccc(C(=O)NCC3CCCO3)cc2)cc1 (stereo unspecified)	14%	-6	7%	1%	/
3	O=C(CC1N=C2c3ccccc3N=C(SCc3ccccc3F)N2C1=O)NCc1ccc2c(c1)OCO2 (stereo unspecified)	/	/	-9%	/	38%
4	CC1CC(=O)Nc2ccccc2S1(=O)=O (stereo unspecified)	-3%	1	-14%	-5%	2%
5	O=C(OCc1ccccc1Cl)c1ccc(-n2cnnc2)cc1	1%	-14	8%	1%	-7%
6	CC(C)Oc1ccccc1NC(=O)CSc1nccn1C	-34%[inhibitor]	0	-3%&-6%	14%	4%&5%
7	CC(=O)c1cccc(-c2ccnc3c2CC(C(=O)N2CCN(C)CC2)O3)c1 (stereo unspecified)	/	-9	0%	8%	7%
8	CCOC(=O)CSc1nc2sc3c(c2c(=O)n1-c1ccccc1)CCC(C(C)(C)C)C3 (stereo unspecified)	/	/	-1%	/	7%

#	SW480 rereplic	ATXN viability	HT1080 IDH1KD tx	HepG2 viability
1	0%	i	10%	-27%
2	2%	i	0%	-5%
3	/	?	/	-12%
4	1%	i	0%	14%
5	-1%	i	0%	-11%
6	?	i	15%	9%&9%
7	/	i	16%	8%
8	/	i	/	-23%

The results go on:
#	Molecule	MCF10A rereplic	IL1B secr inh	KB-3-1 cytotox	HT1080-NT tox	ATXN2 expr inh
9	Cc1ccc(CSCc2ccc(C(=O)NC3CC3)o2)cc1	12%	12	-25%	?	/
10	CCn1nc(C(=O)OCC(=O)c2ccc3c(c2)OCCO3)c2ccccc2c1=O	-3%	11	11%	17%	7%
11	O=C(NCc1ccco1)c1nc2ccccc2s1	-7%	6	-1%	14%	60%[activator]
12	CC(C)(C)OC(=O)N1CCC(c2c(C(=O)N3CCc4ccccc4C3)cnn2-c2ccc(F)cc2)CC1	/	/	-3%	/	3%
13	O=S(=O)(/C(=C/c1ccc(C(F)(F)F)cc1)c1nc2ccccc2[nH]1)c1ccccc1	?	-104*	5.2µM*	2.6µM*	?
14	COC(=O)c1ccc(C(=O)OC)c(NC(=S)N2CCN(c3ccc(F)cc3)CC2)c1	7%	12	9%	0%	3%
15	CC1CN(C(=O)COC(=O)c2ccc(F)cc2Cl)CC(C)O1 (stereo unspecified)	-2%	24	7%	2%	17%
16	CCOc1ccc(C2Nc3cccc4cccc(c34)N2)cc1OC	-4%	0	-18%	-16%	3%

#	SW480 rereplic	ATXN viability	HT1080 IDH1KD tx	HepG2 viability
9	3%	i	?	-39%
10	-5%	i	7%	1%
11	-3%	i	6%	-13%
12	/	i	/	-19%
13	?	27µM*	4.6µM*	7.9µM*
14	-1%	i	-5%	25%
15	3%	i	2%	-24%
16	-7%[9.22 µM]	i	-2%	-26%

The list continues.
#	Molecule	MCF10A rereplic	IL1B secr inh	KB-3-1 cytotox	HT1080-NT tox	ATXN2 expr inh
17	COC(=O)Cn1c(=O)c2c(nc3n2CCCN3CCc2ccccc2)n(C)c1=O	8%	11	-2%	-12%	-10%
18	COc1ccc(OCCN2CCC(C(=O)NC(c3ccc(C)cc3)c3ccccn3)CC2)cc1 (stereo unspecified)	/	-27	0%	-2%	4%
19	CCCCCSc1nc2c(c(=O)[nH]c(=O)n2C)n1C(C)C	-1%	13	-9%	-9%	1%
20	O=C(Nc1ccccc1)N1CCCN(c2ccc(C(F)(F)F)cn2)CC1	23%	0	?	-19%	-38%
21	COc1ccc(S(=O)(=O)N2CCCCC2)cc1NCC(=O)Nc1ccc(C)cc1	?	-3	-19%	-20%	-24%
22	Cc1ccc2cc3cc(C(=O)N4CCCCCC4)oc3nc2c1	3%	-25	5%	-11%	30%[activator]
23	CC1(C(=O)NS(=O)(=O)c2cccc(Cl)c2)CCN1C(=O)CCc1ccccc1 (stereo unspecified)	/	-3	0%	-1%	0%
24	Cc1ccc(S(=O)(=O)NNC(=S)Nc2ccc(Cl)cc2)cc1	3%	-14	-3%	?	-22%

#	SW480 rereplic	ATXN viability	HT1080 IDH1KD tx	HepG2 viability
17	6%	i	-5%	10%
18	/	i	-2%	-33%
19	-8%	i	-2%	17%
20	-12%	i	-26%	-11%
21	3%	i	-10%	6%
22	-2%	i	-9%	-1%
23	/	i	16%	-15%
24	1%	i	?	5%

Going on with the list.
#	Molecule	MCF10A rereplic	IL1B secr inh	KB-3-1 cytotox	HT1080-NT tox	ATXN2 expr inh
25	Cc1oc(-c2ccccc2F)nc1CS(=O)(=O)CC(=O)NC1CCCC(C)C1C (stereo unspecified)	?	-9	-12%	-1%	/
26	CN1CC=C2C(C#N)=C(N)C(C#N)(C#N)C(Cc3ccccc3)C2C1 (stereo unspecified)	1%	0	3%	1%	1%
27	Cn1cc(Br)c(C(=O)N/N=C/c2cccc(OC3CSC3)c2)n1	5%	-7	?	20%	34%
28	CCCN(CC(=O)Nc1ccccc1OC)C(=O)c1ccncc1	-20%	2	0%	1%	0%
29	Cc1cccc(NC(=O)Nc2ccc(C#N)cc2)n1	15µM*	-85*	?	-7%	4%
30	CC(C)c1ccc(/C=C/C(=O)n2nnc3ccccc32)cc1	?	-9	-3%	?	-20%
31	O=C(Nc1cccc(S(=O)(=O)N2CCOCC2)c1)c1cccc(S(=O)(=O)N2CCCC2)c1	2%	33	1%	5%	-6%
32	Cn1c(SCc2nc(-c3ccccc3)no2)nnc1-c1ccco1	4%	6	0%	7%	-14%

#	SW480 rereplic	ATXN viability	HT1080 IDH1KD tx	HepG2 viability
25	-43%	i	-17%	-51%
26	-2%	i	-3%	-3%
27	-84%[inhibitor]	i	?	-11%
28	5%	i	16%	-5%
29	?	i	-3%	-34%
30	?	i	?	-44%
31	1%	?	-1%	-23%
32	1%	i	4%	-1%

New compounds follow
#	Molecule	MCF10A rereplic	IL1B secr inh	KB-3-1 cytotox	HT1080-NT tox	ATXN2 expr inh
33	CCOc1ccc(OCCC(=O)OCC(=O)NC(C)c2ccccc2)cc1 (stereo unspecified)	0%	6	14%	11%	4%
34	COCCCN=CC1=C(O)CC(C)(C)CC1=O	-6%	9	6%	0%	0%
35	O=C(Nc1ccc(C(=O)N2CCOCC2)cc1)c1ccccc1	-35%	3	3%	4%	10%
36	O=C(Cn1cnc2onc(-c3ccc(F)cc3)c2c1=O)N1CCN(c2ccc(F)cc2)CC1	/	/	-7%	/	?
37	CCCn1c(=O)c(C(=O)NCc2ccccc2)c(O)c2ccccc21	?	74	-21%	-1%	-28%
38	CCc1ccc(S(=O)(=O)c2nnn3c2nc(NC(C)C)c2cc(Cl)ccc23)cc1	/	/	9%	/	10%
39	Cc1ccc(C)c(N2CCN(S(=O)(=O)c3c(C)nc4sccn4c3=O)CC2)c1	/	/	6%	/	12%
40	O=C(NCc1n[nH]c(=S)n1-c1ccc(F)cc1)c1ccc(S(=O)(=O)N2CCCCC2)cc1	7%	7	7%	13%	2%

#	SW480 rereplic	ATXN viability	HT1080 IDH1KD tx	HepG2 viability
33	?	i	8%	-3%
34	-3%	i	-8%	-16%
35	9%[9.22 µM]	i	1%	-21%
36	/	i	/	-25%
37	?	i	0%	7%
38	/	i	/	-1%
39	/	i	/	5%
40	-13%	i	4%	7%

Next results follow.
#	Molecule	MCF10A rereplic	IL1B secr inh	KB-3-1 cytotox	HT1080-NT tox	ATXN2 expr inh
41	COC(C(=O)Nc1ccc(S(=O)(=O)Nc2ccc(F)cc2)cc1)c1ccccc1 (stereo unspecified)	3%	-101*	-6%	?	?
42	N#C[C@@H]1N(Cc2ccccc2)C(=O)[C@H]2CC3C=CC21O3 (stereo partly specified)	5%	-14	14%	1%	4%
43	CCOC(=O)c1cc2c(=O)n3ccccc3nc2n(C)c1=NC(=O)c1c(-c2ccccc2Cl)noc1C	/	/	-1%	/	10%
44	Cc1ccc([C@@H]2C[C@H]3[C@@H](CN2S(=O)(=O)c2ccc(C)cc2)C(=O)C[C@@H](c2ccc(C)cc2)N3S(=O)(=O)c2ccc(Cl)cc2)cc1	/	4	3%	1%	-6%
45	COc1cccc(NC(=O)C(C)OC(=O)c2n[nH]c3ccccc23)c1 (stereo unspecified)	0%	20	0%	11%	/
46	CNCc1ccccc1Sc1cc(O)ccc1O	-6%	-100*	0%	?	?
47	COc1ccc(C/C(C)=N/NC(=S)Nc2ccc(C)c(C)c2)cc1	?	11	1%	7%	-4%
48	CCCC(=O)Nc1ccc(NC(=O)c2cc3ccccc3o2)c(OC)c1	?	10	5%	?	-7%
49	CCN1C(=O)C(O)(c2c[nH]c3ccccc23)c2cc(Br)ccc21 (stereo unspecified)	/	/	0%	/	-16%

#	SW480 rereplic	ATXN viability	HT1080 IDH1KD tx	HepG2 viability
41	?	i	?	-9%
42	-3%[9.22 µM]	i	1%	-17%
43	/	i	/	0%
44	/	i	17%	-39%
45	0%	i	0%	-1%
46	4%	?	?	0%
47	?	i	11%	-16%
48	14%	i	?	-32%
49	/	i	/	-28%

Three entries out of the list, sorted by heavy-atom count, rising:
#	Molecule	MCF10A rereplic	IL1B secr inh	KB-3-1 cytotox	HT1080-NT tox	ATXN2 expr inh
42	N#C[C@@H]1N(Cc2ccccc2)C(=O)[C@H]2CC3C=CC21O3 (stereo partly specified)	5%	-14	14%	1%	4%
45	COc1cccc(NC(=O)C(C)OC(=O)c2n[nH]c3ccccc23)c1 (stereo unspecified)	0%	20	0%	11%	/
44	Cc1ccc([C@@H]2C[C@H]3[C@@H](CN2S(=O)(=O)c2ccc(C)cc2)C(=O)C[C@@H](c2ccc(C)cc2)N3S(=O)(=O)c2ccc(Cl)cc2)cc1	/	4	3%	1%	-6%

#	SW480 rereplic	ATXN viability	HT1080 IDH1KD tx	HepG2 viability
42	-3%[9.22 µM]	i	1%	-17%
45	0%	i	0%	-1%
44	/	i	17%	-39%
